Screening data (PubChem)
GPR35 arrestin U2OS = inhibition of zaprinast-stimulated GPR35 beta-arrestin translocation – imaging, U2OS, beta-arrestin-GFP, zaprinast agonist, primary screen (AID 2058) | U2OS GPR35 beta-arrestin-GFP translocation imaging, zaprinast antagonism; higher % means a stronger effect | 290,000 tested, 0.052% active | one-dose inhibition, % at 10 µM; IC50 in µM for titrated hits;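 active means inhibition of at least 50% with at least 30 cells and total cytoplasm GFP at most 10,000,000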
NTR1 agonist = NTR1-driven beta-arrestin-GFP spot formation – imaging, U2OS cells, high content, primary screen (AID 493036); P30989; agonist mode; activation, % at 20 µM; 330,000 tested, 0.17% active;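 active means activation at or above 40% of the spot to cytoplasm intensity ratio, with at least 20 cells analyzed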;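 further: 0% = DMSO without peptide and 100% = 100 nM NTR1 peptide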
Target sequence (P30989 whole entry, looked up): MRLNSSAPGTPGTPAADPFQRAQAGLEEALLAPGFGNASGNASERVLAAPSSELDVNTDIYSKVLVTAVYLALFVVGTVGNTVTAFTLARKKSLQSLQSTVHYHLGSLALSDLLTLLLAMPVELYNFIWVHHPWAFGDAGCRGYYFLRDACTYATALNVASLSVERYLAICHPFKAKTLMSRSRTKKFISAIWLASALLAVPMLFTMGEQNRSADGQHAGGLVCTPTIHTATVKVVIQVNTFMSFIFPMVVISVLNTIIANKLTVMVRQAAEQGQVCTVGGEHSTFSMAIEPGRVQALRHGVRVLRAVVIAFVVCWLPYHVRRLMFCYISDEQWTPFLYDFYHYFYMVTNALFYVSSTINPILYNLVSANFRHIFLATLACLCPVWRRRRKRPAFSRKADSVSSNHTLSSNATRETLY
PhoP inhibition = inhibitors of PhoP regulon expression, primary screen, Salmonella Typhimurium, GFP reporter (AID 1863); S. Typhimurium PhoP-regulated promoter GFP reporter, 4 h; higher % means a stronger effect; inhibition, % at 50 µM, or IC50 in µM where a hit was titrated; 300,000 tested, 0.16% active;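 active means inhibition over 29.93%, a cutoff 3 SD above the screen mean, later confirmed by dose response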;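 further: 0% = low Mg2+ inducing control and 100% = high Mg2+ repressing control; strong numbers were not always called active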
Siah-1 displacement = Siah-1 peptide-binding antagonists, primary screen, biochemical, fluorescence polarization, rhodamine-plectin, uHTS (AID 1817) | one-dose displacement, % at 20 µM; IC50 in µM for titrated hits | Siah-1 / rhodamine-plectin peptide fluorescence polarization; higher % means a stronger effect | 290,000 tested, 0.02% active;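 active means displacement of at least 50% at 20 µM, with a fluorescence ratio check between 0.3 and a set limit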;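 further: plate controls were Siah plus tracer with DMSO for no effect and tracer alone without Siah for full effect; strong numbers were not always called active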
Myeloid diff 2 = compounds promoting myeloid differentiation | ER-HoxA9 myeloid progenitors, lysozyme-GFP differentiation, flow cytometry | calls only at 10 µM | 360,000 tested, 1% active;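 active means normalized GFP-positive differentiation at or above the plate's own cutoff, the solvent-only control mean plus 3 SD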;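 further: cells exposed to compound for four days before flow analysis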
HIV fusion peptide = inhibitors of HIV fusion peptide binding, primary screen, biochemical, uHTS, fluorescence dequenching (AID 1986); cell-free peptide binding, fluorescence dequenching, 30 min; higher % means a stronger effect; one-dose inhibition, % at 20 µM; IC50 in µM for titrated hits; 290,000 tested, 0.3% active; in the data active means inhibition mostly above about 52%, no sharp cut-off; inactive means mostly below about 76%; further: some results filed as inactive read as strong as hits
LYP inhibition = inhibitors of LYP phosphatase, biochemical, fluorescence intensity, uHTS (AID 1779); recombinant LYP phosphatase, fluorescence intensity; higher % means a stronger effect; inhibition, % at 11.5 µM, or IC50 in µM where a hit was titrated; 290,000 tested, 0.054% active; in the data active means inhibition above about 50%;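 further: plate controls were vehicle with enzyme for no effect and no enzyme for full effect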
Rac1 GTP hydrolysis = MgcRacGAP GTPase-activating activity inhibitors, confirmation, biochemical, ADP Hunter fluorescence | MgcRacGAP-stimulated Rac1 GTP hydrolysis, ADP Hunter fluorescence; higher % means a stronger effect; GST-tagged Rac1 F28L mutant substrate | inhibition, % at 30 µM, or IC50 in µM where a hit was titrated | 340,000 tested, 0.6% active | AID 624330;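 active means first-screen hits whose inhibition reached a set limit at any dose in the follow-up dose series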;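 further: fluorescence reports GDP produced by GAP-driven GTP hydrolysis; strong numbers were not always called active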
GPR55 LPI antagonism = inhibition of LPI-stimulated GPR55 beta-arrestin translocation – imaging, U2OS, beta-arrestin-GFP, LPI agonist, primary screen (AID 2013); inhibition, % at 10 µM; hits with a dose series show IC50 in µM; 290,000 tested, 0.13% active; U2OS GPR55 beta-arrestin-GFP translocation imaging, LPI antagonism; higher % means a stronger effect;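 active means spots per cell inhibited over 60%, with over 100 cells counted and total cytoplasm intensity under 500,000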;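 further: U2OS cells stably carrying GPR55 and arrestin-GFP stimulated by 5 µM LPI near EC80; imaged beta-arrestin-GFP aggregate spots per cell after agonist stimulation; plate controls were LPI-stimulated DMSO wells for no effect and DMSO wells without LPI for full effect; some results filed as inactive read as strong as hits; confirmed hits need IC50 under 10 µM and bright autofluorescent wells are also inconclusive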
NTR1 agonist cell count 20 µM = further read-out of NTR1 agonist, marked with its call; cell count; measured here: cell count, cytotoxicity flag
Myeloid diff 2 GFP+ MAC1+ % = recorded beside Myeloid diff 2, whose call it bears; GFP+ MAC1+ double positive, %; measured here: differentiation confirmed by MAC1 staining
The depositor's hits bear a star; i = inactive; nt = not tested or not shown; + = active, no number.

SMILES	GPR35 arrestin U2OS	NTR1 agonist	NTR1 agonist cell count 20 µM	PhoP inhibition	Siah-1 displacement	Myeloid diff 2	Myeloid diff 2 GFP+ MAC1+ %	HIV fusion peptide	LYP inhibition	Rac1 GTP hydrolysis	GPR55 LPI antagonism
CCOC(=O)c1c(C)[nH]c(C2=NNC(=Nc3cccc(Cl)c3)SC2)c1C	-9%	1.8	66	-2%	-6%	nt	nt	11%	2%	nt	10%
CC(=O)c1cccc(N(CC(=O)Nc2ccc(F)cc2F)S(C)(=O)=O)c1	-4%	-0.4	75	-2%	-1%	i	2.7	-2.3%	-4%	-6%	6%
Cc1ccc(CNS(=O)(=O)c2ccc3c(c2)CCN3C(=O)CCCC(=O)O)cc1	19%	0.0	67	-1%	6%	i	0.4	-2.0%	-7%	6%	4%
CCCCCCCCn1cnc2c(N)c(C)c(C)cc21	27%	5.7	73	2%	0%	i	11	-2.9%	-1%	11%	-22%
Cc1nc2scc(C)n2c(=O)c1S(=O)(=O)NCCc1ccccc1	11%	0.9	61	6%	3%	i	1.9	-0.7%	-13%	-7%	8%
O=C(c1ccc(S(=O)(=O)N2CCOCC2)cc1)N1CCCc2ccccc21	4%	2.5	77	-11%	1%	i	1.5	3.4%	-4%	2%	4%
O=C1CC(N2CCSCC2)C(=O)N1c1ccc(F)cc1 (configuration not stated)	55%	1.2	52	-10%	-2%	i	0.8	0.2%	-7%	7%	-5%
O=c1oc2c(CN3CCCCC3)c(O)ccc2c2c1CCCCC2	1%	19	120	3%	-2%	i	2.1	1.6%	-30%	6%	-4%
Cc1ccc(-c2csc3ncn(CC#N)c(=O)c23)cc1	-1%	-1.0	80	0%	-3%	i	0.2	8.9%	-4%	6%	-2%
COc1cc(OC)cc(C(=O)NCCOC23CC4CC(CC(C4)C2)C3)c1	-6%	-1.1	48	-5%	6%	i	0.5	-0.7%	-4%	6%	8%
CC(=O)c1c(Nc2cccc(F)c2)oc(C)cc1=O	4%	1.0	77	6%	-4%	i	0.6	-1.3%	-6%	9%	9%
Cc1c(Cl)cccc1NC(=O)CSc1nccn1C	-9%	0.2	61	-1%	1%	i	1.5	0.8%	-2%	4%	-2%
COc1ccc(-c2nnc(N)s2)cc1	-14%	-0.3	82	5%	-3%	i	1.4	4.1%	-1%	6%	5%
COc1ccc(OC)c(C(=O)CSc2nc3ccccc3n2CC(=O)NC(C)(C)C)c1	0%	3.6	39	-5%	-3%	i	1.3	-0.9%	-6%	14%	13%
Cc1ccc(C(=O)/C=C\Nc2ccc(C)c(C)c2)cc1	3%	4.0	52	-10%	-6%	i	0.5	-0.7%	-1%	1%	3%
COC(=O)c1c(-c2ccccc2Cl)noc1-c1cnc(N)nc1C(F)(F)F	-14%	-1.3	56	-4%	-2%	i	1.0	4.0%	-8%	12%	1%
O=C(OCC(=O)N1CCN(S(=O)(=O)c2ccc(Cl)cc2)CC1)c1ccc([N+](=O)[O-])o1	-6%	-0.2	31	5%	13%	i	0.1	-2.3%	2%	7%	10%
COc1cc2c(cc1OC)C1(Nc3c-2c(Cc2ccccc2)nn3-c2ccccc2)C(=O)Nc2ccccc21 (configuration not stated)	-5%	1.3	34	12%	-2%	i	1.1	-3.7%	1%	12%	16%
Fc1cccc(Cc2noc(CN3CCCN(C4Cc5ccccc5C4)CC3)n2)c1	15%	-1.3	48	-7%	-5%	i	0.2	-0.9%	-4%	1%	4%
Cc1cccn2c(=O)c3cc(C(=O)NC4CCCCC4)c(=N)n(Cc4ccc(F)cc4)c3nc12	-3%	14	62	-8%	1%	i	2.7	10%	-42%	5%	25%
Cc1ccc(C(=O)NC2CCN(C(=O)Nc3ccccc3)CC2)cc1	13%	-1.4	51	-4%	1%	i	2.1	0.0%	-8%	11%	2%
Cc1onc(C(=O)N2C(C)CCCC2C)c1[N+](=O)[O-] (configuration not stated)	-4%	-0.4	55	5%	2%	i	0.2	1.3%	4%	9%	7%
CCCCc1c(O)nc(SCCN(C)C)n(-c2ccccc2)c1=O	10%	5.9	93	-1%	6%	i	2.0	2.1%	-4%	7%	14%
CCOC(=O)C1(Cc2ccc(Cl)cc2)CCN(C(=O)C2=NNC(=O)CC2)CC1	-10%	0.0	88	5%	1%	i	0.5	-1.2%	-1%	-1%	-9%
Cc1nn(C)cc1CN(C)Cc1c(C(=O)N(C)Cc2ccccc2)nc2ccccn12	-5%	1.2	45	4%	-3%	i	0.4	-1.3%	1%	5%	-8%
c1ccc(CCc2nc3ccccc3[nH]2)cc1	5%	-2.0	81	-1%	5%	i	0.2	-1.2%	-7%	6%	-2%
CCN(CC)S(=O)(=O)c1cccc2c(N(C)C)cccc12	4%	0.5	52	0%	0%	i	0.7	3.0%	0%	20%	24%
Cc1ccccc1NC(=O)Cc1nc(COC(=O)CCOc2ccccc2)cs1	1%	-0.3	55	-9%	-4%	i	0.0	1.9%	-7%	8%	5%
C/C(=N\NC(=O)c1ccc(O)cc1)c1cc2ccccc2o1	-9%	0.5	54	2%	0%	i	0.5	-0.2%	13%	8%	-9%
CCS(=O)(=O)N1CCN(C2CCC(C)CC2)CC1 (configuration not stated)	11%	-0.4	51	-7%	11%	i	5.5	0.3%	0%	18%	-2%
Cc1ccc(CC(=O)Nc2cc(C)on2)cc1	-4%	-0.8	59	4%	0%	i	0.3	1.5%	-2%	8%	-4%
N#CCCN(C(=O)CSc1ccc2c(c1)OCCO2)c1ccccc1	-4%	0.5	87	-1%	-1%	i	0.7	0.9%	-3%	11%	-3%
CCN1CC(CN(C)Cc2nc(-c3ccc(C(F)(F)F)cc3)no2)CC1=O (configuration not stated)	10%	-0.1	50	-9%	3%	i	0.2	1.0%	2%	6%	nt
Cc1ccccc1C(=O)Nc1ccnn1C1CCN(Cc2ccncc2)CC1	6%	0.2	61	2%	2%	i	1.1	1.4%	-2%	8%	17%
COC(=O)c1ccc(OC(=O)c2cnccn2)cc1	-4%	-0.6	42	-1%	-5%	i	0.2	-1.1%	-6%	10%	16%
Fc1ccc(N/N=C/C=C/c2ccccc2)c(F)c1	3%	4.8	50	13%	0%	i	0.4	0.3%	0%	6%	0%
C/C(=N\N1C(=O)c2ccccc2C1=O)c1cccc([N+](=O)[O-])c1	-14%	-0.9	60	12%	7%	i	0.3	-0.5%	-3%	4%	-4%
COC(=O)N/N=C/c1ccc(OC(=O)c2ccco2)c(OC)c1	18%	-0.7	53	-2%	-6%	i	1.4	-0.1%	-4%	nt	-5%
O=C(CN1CCN(c2ccccn2)CC1)N1CC(O)CO1 (configuration not stated)	-16%	0.2	39	-1%	1%	i	0.1	-1.2%	-9%	1%	6%
CCOC(=O)NN=C1c2ccccc2-c2ccccc21	-14%	-0.5	63	-2%	-2%	i	0.2	0.2%	-1%	20%	-18%
CC(C)OC(=O)CC(=O)CSc1nc2c(cc1C#N)CCC2	1%	-0.7	53	3%	-1%	i	1.2	4.3%	-4%	13%	-5%
CCOc1ccccc1-c1c2cc(O)c(=O)cc-2oc2cc(O)c(O)cc12	-9%	nt	nt	-4%	61%*	i	1.5	118%*	6%	-23%	-6%
O=C(CSc1nc2ccccc2n1CC(=O)N1CCCC1)NCc1ccc2c(c1)OCO2	6%	-0.5	51	-6%	-5%	i	4.7	-0.8%	-12%	2%	5%
Cc1ccc(C(OCC(C)(C)C[N+](C)(C)C)c2ccccc2)cc1 (configuration not stated)	-7%	-0.5	34	-7%	-2%	i	0.1	-0.6%	-6%	-2%	-8%
Cc1ccc(S(=O)(=O)N2CCN(C(=O)CN3CCc4ccccc4C3)CC2)cc1	-3%	0.6	83	-6%	-1%	i	0.9	-0.1%	-6%	20%	11%
Cc1sc2nc(C(C)Sc3nnc(C)n3-c3ccccc3)[nH]c(=O)c2c1C (configuration not stated)	3%	nt	nt	nt	0%	nt	nt	4.1%	-18%	nt	-11%
CCCC(=O)NC1=C(C#N)C2(CCCCC2)Cc2ccccc21	-4%	-0.3	54	0%	-3%	i	0.4	-0.2%	-1%	3%	3%
Cc1ccc(S(=O)(=O)N2CCCN(S(=O)(=O)c3ccc4ccccc4c3)CC2)cc1	5%	1.0	56	-2%	9%	i	0.5	0.1%	0%	3%	0%
Cc1ccc(S(=O)(=O)N(c2cccc(C)c2)C2CCS(=O)(=O)C2)cc1 (configuration not stated)	-9%	0.3	86	-6%	-1%	i	0.5	-2.2%	-3%	2%	1%
CCC/C=N/NC(=O)c1ccc(F)cc1	3%	0.9	56	-8%	-2%	i	1.0	-1.1%	-6%	2%	-3%

(next part)
SMILES	GPR35 arrestin U2OS	NTR1 agonist	NTR1 agonist cell count 20 µM	PhoP inhibition	Siah-1 displacement	Myeloid diff 2	Myeloid diff 2 GFP+ MAC1+ %	HIV fusion peptide	LYP inhibition	Rac1 GTP hydrolysis	GPR55 LPI antagonism
S=C(Nc1ccccn1)NC1CCCC1	14%	-0.1	93	-7%	-10%	i	0.4	-1.1%	-5%	8%	-5%
COc1cc(C(O)P(=O)(OCCC(C)C)c2ccc(N(C)C)cc2)cc(OC)c1OC (configuration not stated)	2%	1.7	60	-5%	-1%	i	0.6	-1.7%	-2%	-2%	5%
CN(C(=O)CSc1nc(-c2ccccc2)cn1N)C(c1ccccc1)c1ccccc1	6%	13	66	-10%	-3%	i	1.1	0.7%	6%	15%	17%
COc1ccccc1OCCNC(=O)C(c1ccccc1)c1ccccc1	-4%	3.3	36	1%	0%	i	0.5	0.4%	-2%	9%	-8%
C/C(=N/NS(=O)(=O)c1cccc([N+](=O)[O-])c1)c1c[nH]c2ccccc12	3%	0.1	74	0%	8%	i	0.6	1.7%	-5%	11%	12%
Cc1cc(NC(=O)c2cncc(Br)c2)ccc1NC(=O)c1cc2ccccc2o1	-4%	7.3	65	5%	20%	i	1.6	1.6%	-1%	8%	4%
COc1cc(CNc2ccc(O)cc2)cc(Br)c1OCc1ccccc1	-2%	20	37	1%	0%	i	0.1	1.2%	1%	-4%	-5%
CCC(C)(C)n1nnnc1CN1CCN(c2nc3ccc(C)cc3cc2C#N)CC1	4%	3.2	69	5%	3%	i	1.1	-4.1%	-4%	5%	20%
CCOC(=O)c1cn2nc(Oc3ccccc3)ccc2n1	-4%	-1.4	43	-4%	-2%	i	0.4	-0.3%	-9%	nt	-6%
O=c1[nH][nH]cc1C=Nc1ccccc1O	3%	-0.6	78	21%	-1%	+	3.6*	0.0%	-2%	15%	-5%
